High-throughput results as filed in PubChem BioAssay.
FadD28 FP inh – blocks FadD28 binding to the bisubstrate probe; inhibition, % at 12.5 µM; fluorescence polarization; actives 0.22% (n = 360,000); in the data active means inhibition above about 8.5%, passing the limit was not always enough; inconclusive means no clear call, values can overlap the other calls
UGM FP inh – blocks M. tuberculosis UGM enzyme; AID 504406; inhibition, % at 10 µM; actives 0.06% (n = 320,000); purified UGM, fluorescence polarization probe displacement; in the data active means inhibition above about 10%, passing the limit was not always enough; inconclusive means no clear call, values can overlap the other calls
Target sequence (P9WIQ1 whole entry, looked up): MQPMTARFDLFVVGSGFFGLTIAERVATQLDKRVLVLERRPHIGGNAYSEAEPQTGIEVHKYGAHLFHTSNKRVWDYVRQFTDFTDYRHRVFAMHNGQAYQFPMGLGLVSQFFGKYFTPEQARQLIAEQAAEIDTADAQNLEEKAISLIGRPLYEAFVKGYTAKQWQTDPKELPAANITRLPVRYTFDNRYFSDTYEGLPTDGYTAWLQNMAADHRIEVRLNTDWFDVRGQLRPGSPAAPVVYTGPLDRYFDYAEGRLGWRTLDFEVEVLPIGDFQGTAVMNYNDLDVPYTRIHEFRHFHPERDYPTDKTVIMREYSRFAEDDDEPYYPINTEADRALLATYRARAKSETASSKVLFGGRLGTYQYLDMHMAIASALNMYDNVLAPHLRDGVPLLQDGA
Yp Topo-I inh – Y. pestis Topo-I inhibition via cleavage products. actives 0.064% (n = 360,000). AID 504884. activity, % at 10 µM. Y. pestis Topo-I cleavage product accumulation, plate reader; in the data active means activity above about 50%, passing the limit was not always enough; inconclusive means no clear call, values can overlap the other calls; further: inactives centre near 2
PfHsp40 yeast – restores yeast growth despite PfHsp40 toxicity; S. cerevisiae expressing PfHsp40, growth rescue, ATP luminescence; growth rescue, % at 12.5 µM; actives 0.68% (n = 340,000); in the data active means growth rescue above about 28%, passing the limit was not always enough; inconclusive means no clear call, values can overlap the other calls;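 further: yeast W303a lacking pdr1 and pdr3 grown in galactose medium; growth measured after three days at 30 °C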
Mtb FBA inh – Mtb fructose-bisphosphate aldolase inhibition; AID 588726; P9WQA3; actives 2.3% (n = 360,000); purified M. tuberculosis FBA, fluorescence read-out; inhibition, % at 1 µM; in the data active means inhibition above about 27%;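 further: 0% = vehicle and 100% = reference inhibitor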
Target sequence (P9WQA3 whole entry, looked up): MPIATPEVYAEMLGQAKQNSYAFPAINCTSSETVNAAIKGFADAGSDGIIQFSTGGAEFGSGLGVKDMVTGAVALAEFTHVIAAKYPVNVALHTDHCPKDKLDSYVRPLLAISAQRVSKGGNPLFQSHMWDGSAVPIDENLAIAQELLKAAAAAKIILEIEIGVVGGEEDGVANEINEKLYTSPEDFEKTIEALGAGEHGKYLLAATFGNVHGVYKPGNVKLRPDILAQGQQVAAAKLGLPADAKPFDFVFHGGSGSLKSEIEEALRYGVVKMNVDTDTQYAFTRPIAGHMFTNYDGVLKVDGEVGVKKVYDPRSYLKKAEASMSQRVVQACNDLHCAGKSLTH
Mtb BioA inh – blocks M. tuberculosis BioA enzyme activity. AID 602481. inhibition, % at 9.99 µM. actives 0.096% (n = 360,000). purified M. tuberculosis BioA enzyme, plate reader; in the data active means inhibition above about 40%; inconclusive means no clear call, values can overlap the other calls
BH1578 lux ind – inducers of Vibrio cholerae quorum light production without autoinducers. activation, % at 18.7 µM. actives 0.16% (n = 350,000). AID 588436. V. cholerae BH1578 lux reporter, luminescence, 6 h; in the data active means activation mostly above about 9.7%, no sharp cut-off; inconclusive means no clear call, values can overlap the other calls; inactive means mostly below about 3.7%; further: not every result past the cut was called active; inactives centre near 0; reference of the scale not given here
TcdB inh – blocks C. difficile toxin B glycohydrolase activity | TcdB glycohydrolase enzymatic assay, plate reader | AID 652162 | P18177 | actives 0.24% (n = 350,000) | inhibition, % at 9.99 µM; in the data active means inhibition above about 10%
GDH-TPI inh – inhibits GDH-TPI coupling enzymes, artifact for Mtb FBA screen; actives 1.2% (n = 360,000); inhibition, % at 4.8 µM; GDH-TPI coupled enzyme counterscreen, NADH absorbance; in the data active means inhibition above about 30%;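 further: 0% = DMSO wells and 100% = wells lacking the enzyme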
* marks the source's active call; other numbers are inactive results; i = inactive; ? = inconclusive; nt = no result given; & = joins results of further samples.

| Compound | BH1578 lux ind | GDH-TPI inh | FadD28 FP inh | Yp Topo-I inh | TcdB inh | Mtb FBA inh | PfHsp40 yeast | Mtb BioA inh | UGM FP inh |
| --- | --- | --- | --- | --- | --- | --- | --- | --- | --- |
| COc1ccc(C2C(C(=O)c3ccco3)=C(O)C(=O)N2CCN2CCOCC2)cc1 (centres undefined) | -0.4 | -0.8 | -5.2 | 7.1 | 0.6 | -2.0 | 0.1 | -0.4 | -2.9 |
| CC(=O)c1cc(-c2ccccc2)n(CCC(=O)NC2CCCCCCC2)c1C | i | 0.4 | -0.9 | 15.1 | 0.7 | 4.0 | ? | nt | 0.6 |
| CC(C)(C)S(=O)N1Cc2cc(=O)n(Cc3ccccc3)cc2[C@@H]1CCO (some centres undefined) | i | 12.5 | -0.4 | 0.3 | 1.1 | 4.8 | -1.4 | -0.6 | nt |
| Cc1nc2sc(C(c3cccs3)N3CCC4(CC3)OCCO4)c(O)n2n1 (centres undefined) | i | 25.0 | -0.5 | 7.5 | 0.5 | 3.2 | 0.7 | 0.1 | -0.1 |
| CC(C)(C)NC(=O)CN(C(=O)CS(=O)CC(=O)Nc1ccc(F)cc1)c1ccc2c(c1)OCCO2 (centres undefined) | 2.2 | -2.2 | -3.5 | 5.2 | 0.5 | 4.4 | 1.7 | nt | -0.3 |
| CC1(C)CC(=O)C(C(N)=NC(=O)c2ccccc2)=C(O)C1 | -1.0 | 4.7 | -2.8 | 5.6 | 1.3 | -1.0 | nt | nt | -1.4 |
| CN(C)S(=O)(=O)c1ccc(C(=O)Nc2ccccc2SCCC#N)cc1 | -0.3 | 10.4 | -0.8 | 5.5 | 0.5 | 2.2 | -0.1 | nt | -4.6 |
| Cc1nn(C)cc1CNC(=O)C1CCC(=O)N(Cc2cccc(C(F)(F)F)c2)C1 (centres undefined) | nt | -5.9 | -0.2 | 1.1 | -1.1 | 0.1 | -1.9 | -0.8 | -1.7 |
| Cc1ccc(S(=O)(=O)N2C[C@@H]3[C@H]4CC[C@H](C4)[C@@H]3[C@@H](C)[C@@H]2c2cccn2Cc2ccccc2)cc1 | i | 1.8 | -0.8 | 4.8 | 1.3 | 1.6 | 0.0 | 0.2 | nt |
| O=C(COC(=O)c1cccc(Br)c1)NC(=O)NC1CCCC1 | i | -6.6 | -3.9 | 19.6 | -0.8 | -1.2 | -0.4 | 0.6 | nt |
| O=C(N/N=C/C(Cl)=C/c1ccccc1)c1ccc2c(c1)OCO2 | i | 22.6 | -0.1 | 9.9 | -0.2 | -3.6 | -0.7 | -0.8 | 0.2 |
| O=c1cc(N2CCc3ccccc32)[nH]c(=O)n1-c1ccccc1Cl | -2.0 | 3.3 | -1.0 | 5.0 | -0.1 | 3.5 | -0.2 | nt | 2.1 |
| Clc1ccc(CNc2cnccn2)cc1Cl | i | 7.6 | -0.3 | -6.9 | 0.8 | 61.2* | -0.6 | -3.6 | -0.2 |
| Nc1ccc2c(c1)-c1ccccc1S(=O)(=O)N2 | -0.3 | 13.1 | 25.4* | -25.5 | nt | 2.7 | -0.9 | nt | 1.0 |
| O=C(O)CCC(=O)NCC(=O)c1ccc(F)cc1 | i | 5.9 | -0.3 | -1.0 | 0.9 | 0.8 | -0.2 | 0.0 | -1.2 |
| COc1ccc(C(=O)NC(=O)CSc2nnc(-c3ccco3)n2-c2ccccc2)cc1 | -5.9 | 3.2 | -4.7 | 18.7 | nt | -1.8 | 0.0 | -0.6 | -1.2 |
| O=C(Nc1ccc([N+](=O)[O-])cc1)NN1CCCCCC1 | -4.3 | 20.4 | 1.4 | 5.7 | -0.9 | -0.8 | -0.3 | -1.6 | nt |
| Cc1ccc(-c2noc(-c3cc4ccccc4oc3=O)n2)cc1 | 0.0 | 16.4 | -4.5 | 2.1 | nt | 0.3 | -0.6 | -0.2 | -0.3 |
| COc1ccc(NC(=S)N2CCN(CCN=CC3=C(O)CC(c4ccccc4)CC3=O)CC2)cc1 (centres undefined) | -0.7 | 12.4 | -1.2 | 35.9 | 0.6 | -2.1 | -0.3 | nt | 2.0 |
| COc1cc(/C=C2/SC(=NCc3ccccc3)N(Cc3ccccc3)C2=O)ccc1O | i | 15.5 | -0.1 | -5.5 | nt | -5.1 | -0.6 | -4.4 | -2.5 |

A second format for some results above.
Below each SMILES – BH1578 lux ind | GDH-TPI inh | FadD28 FP inh | Yp Topo-I inh | TcdB inh | Mtb FBA inh | PfHsp40 yeast | Mtb BioA inh | UGM FP inh
CC1(C)CC(=O)C(C(N)=NC(=O)c2ccccc2)=C(O)C1
    -1.0 | 4.7 | -2.8 | 5.6 | 1.3 | -1.0 | nt | nt | -1.4
CN(C)S(=O)(=O)c1ccc(C(=O)Nc2ccccc2SCCC#N)cc1
    -0.3 | 10.4 | -0.8 | 5.5 | 0.5 | 2.2 | -0.1 | nt | -4.6
Cc1nn(C)cc1CNC(=O)C1CCC(=O)N(Cc2cccc(C(F)(F)F)c2)C1 (centres undefined)
    nt | -5.9 | -0.2 | 1.1 | -1.1 | 0.1 | -1.9 | -0.8 | -1.7
Cc1ccc(S(=O)(=O)N2C[C@@H]3[C@H]4CC[C@H](C4)[C@@H]3[C@@H](C)[C@@H]2c2cccn2Cc2ccccc2)cc1
    i | 1.8 | -0.8 | 4.8 | 1.3 | 1.6 | 0.0 | 0.2 | nt
O=C(COC(=O)c1cccc(Br)c1)NC(=O)NC1CCCC1
    i | -6.6 | -3.9 | 19.6 | -0.8 | -1.2 | -0.4 | 0.6 | nt
O=C(N/N=C/C(Cl)=C/c1ccccc1)c1ccc2c(c1)OCO2
    i | 22.6 | -0.1 | 9.9 | -0.2 | -3.6 | -0.7 | -0.8 | 0.2
O=c1cc(N2CCc3ccccc32)[nH]c(=O)n1-c1ccccc1Cl
    -2.0 | 3.3 | -1.0 | 5.0 | -0.1 | 3.5 | -0.2 | nt | 2.1
Clc1ccc(CNc2cnccn2)cc1Cl
    i | 7.6 | -0.3 | -6.9 | 0.8 | 61.2* | -0.6 | -3.6 | -0.2
Nc1ccc2c(c1)-c1ccccc1S(=O)(=O)N2
    -0.3 | 13.1 | 25.4* | -25.5 | nt | 2.7 | -0.9 | nt | 1.0
O=C(O)CCC(=O)NCC(=O)c1ccc(F)cc1
    i | 5.9 | -0.3 | -1.0 | 0.9 | 0.8 | -0.2 | 0.0 | -1.2
COc1ccc(C(=O)NC(=O)CSc2nnc(-c3ccco3)n2-c2ccccc2)cc1
    -5.9 | 3.2 | -4.7 | 18.7 | nt | -1.8 | 0.0 | -0.6 | -1.2
O=C(Nc1ccc([N+](=O)[O-])cc1)NN1CCCCCC1
    -4.3 | 20.4 | 1.4 | 5.7 | -0.9 | -0.8 | -0.3 | -1.6 | nt
Cc1ccc(-c2noc(-c3cc4ccccc4oc3=O)n2)cc1
    0.0 | 16.4 | -4.5 | 2.1 | nt | 0.3 | -0.6 | -0.2 | -0.3

Continuation:
| Compound | BH1578 lux ind | GDH-TPI inh | FadD28 FP inh | Yp Topo-I inh | TcdB inh | Mtb FBA inh | PfHsp40 yeast | Mtb BioA inh | UGM FP inh |
| --- | --- | --- | --- | --- | --- | --- | --- | --- | --- |
| O=C(Cc1ccc(S(=O)(=O)N2CCOCC2)s1)Nc1ccc2c(c1)CCC2 | -25.4 | 0.4 | -3.3 | 19.4 | nt | 0.5 | 1.6 | -0.1 | -0.7 |
| COC(OC)c1ccnc(SCc2ccccc2Cl)n1 | -2.0 | 0.7 | -3.3 | 0.3 | 1.8 | 3.8 | 0.2 | nt | -0.3 |
| O=C(CN1CCN(c2ccccc2F)CC1)c1ccc2cc[nH]c2c1 | -1.0 | 0.0 | 0.6 | 3.4 | -0.6 | 10.2 | 1.0 | 3.1 | 0.6 |
| O=C(CSc1nc(O)cc(=O)[nH]1)N1CCOCC1 | -1.6 | 0.8 | 1.4 | -9.2 | 0.3 | 2.6 | 0.5 | -1.2 | -0.5 |
| COc1ccc(NC(=O)Nc2ccc3c(c2)C(=O)N([C@H](C)CO)C[C@H](C)[C@@H](CN(C)S(=O)(=O)c2ccc(OC)cc2)O3)cc1 | i | 5.8 | 9.4* | 10.0 | -0.8&-0.6 | 3.1 | 1.9 | 15.2 | 0.7 |
| O=C(Cc1cccc2ccccc12)NCC1CCCO1 (centres undefined) | -1.0 | 1.5 | -2.0 | 8.5 | nt | 6.7 | -0.4 | -0.3 | 0.8 |
| CSc1cccc(NC(=O)CN(c2cc(C)ccc2C)S(C)(=O)=O)c1 | i | 9.5 | -2.7 | -0.1 | nt | 3.6 | 0.9 | 0.1 | 2.5 |
| CCCN1C=CC(=CC=C(C#N)C#N)C=C1 | -1.2 | 9.2 | 0.4 | -1.6 | -0.5 | -44.1 | -0.7 | -9.4 | -10.1 |
| Cc1cc(C)cc(N(C(=O)c2ccc(Br)o2)C2C=CS(=O)(=O)C2)c1 (centres undefined) | i | 10.9 | -0.1 | -2.2 | -1.8 | 0.9 | -1.5 | nt | -4.1 |
